Screens (PubChem BioAssay)
p53ts 39C tox: qHTS Screen for Compounds that Selectively Target Cancer Cells with p53 Mutations: Cytotoxicity of p53ts Cells at the Nonpermissive Temperature. Potency, µM (top dose mostly 46.1 µM), without a hit: at the highest dose activity change, negative = cell killing, most hits filed as cytotoxic. 1.5% of 130,000 active. H1299-p53A138V viability at 39C, ATP luminescence, 24 h; also: nearly all actives have a fitted effect of over 55% in size
IkB sig inh: IkB Signaling. Potency, µM (highest dose often 57.1 µM), for the others: at the highest dose IkBa stabilization activation. 0.04% of 110,000 active. ABC-DLBCL IkBa-CBG/CBR dual luciferase ratio, 4 h; response scale: scaled: untreated 0%, proteasome inhibitor 100%; active = well fitted curve in the direction sought with a large enough effect in the signal ratio, not every such curve was filed as active; inconclusive = small, poorly fitted or top-dose-only effect, or a change in a side signal; the % refers to the signal ratio;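 also: the direction sought is a rising ratio; 0% = basal untreated cells and 100% = reference inhibitor full response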
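Curves were fitted separately to fusion (green), unfused (red) and ratio luminescence, then classed by r2, magnitude and activity. Cells: OCI-Ly3, 4 h compound plus doxycycline at 37C; 10 uM MG-132 defined full response.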
p53ts 32C tox: qHTS Screen for Compounds that Selectively Target Cancer Cells with p53 Mutations: Cytotoxicity of p53ts Cells at the Permissive Temperature; H1299-p53A138V at 32C, ATP luminescence viability, 24 h; Potency, µM (titrated, usually from 46.1 µM), for inactives: at the highest dose activity change, negative = cytotoxicity, actives largely listed as cytotoxic; 0.93% of 130,000 active; AID 924, 2007;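 also: 0% = DMSO and -100% = full killing by reference compound; nearly all actives have a fitted effect of over 55% in size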
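ATP-content luminescence (ATPlite) read-out after 24 h compound exposure at 32C in H1299-p53A138V cells (600/well). Tested up to 46 uM. Normalized to DMSO (0%) and 100 uM tamoxifen (100% killing); Hill-fit AC50.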
Peg3 imprint: qHTS Assay for Compounds that Induce Erasure of Genomic Imprints | mouse ES Peg3-LacZ reporter, beta-gal luminescence, 40 h | Potency, µM (titrated, usually from 60.7 µM), for inactives: at the highest dose activity change, positive = activation, actives largely listed as activators | 0.02% of 110,000 active;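 also: 0% = negative control wells on the plate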
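Gelatin-coated wells received 300 freshly trypsinized female ES cells with a Peg3LacZ-Neo reporter on the maternal allele, then incubated 40 hours at 37C. BetaGlo was added for 5 minutes at room temperature before a single luminescence read.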
An asterisk follows results filed as active; ? = inconclusive; . = no result given; & = joins results of further samples; [ ] = dose if it differs, or a comment. Unless noted, calls follow the shape of the dose curve; as a rule, active = well fitted curve in the direction sought with a large enough effect; inconclusive = small, poorly fitted or top-dose-only effect, or another doubt; inactive = no such curve, though single readings can be large; an effect the other way counts as inactive or inconclusive. Unless noted, % is scaled to controls: 0 for no effect and ±100 for the full control effect; potency is read from the fitted curve at half-maximal effect.

SMILES	p53ts 39C tox	IkB sig inh	p53ts 32C tox	Peg3 imprint
Cc1cccc(CCNc2ncnc3onc(-c4ccc(Cl)cc4)c23)c1	-29%	-2.0%	8%	-17%[10.9 µM]
CC1CCc2c(sc3c2C2=NS(=O)(=O)CCN2C=N3)C1 (stereo not drawn)	-6%	-2.9%	-5%	-1%
CCOC(=O)c1oc2ccccc2c1CN1CCN(C(=O)c2ccccc2)CC1	-9%	-3.4%	5%	-17%
Cc1ccc(NC(=O)c2cc(S(=O)(=O)N3CCc4ccccc43)cn2C)c(Cl)c1	0%	-2.3%	-2%	9%[10.9 µM]
COCCn1c(Sc2ccccc2)nc2c1c(=O)[nH]c(=O)n2C	6%	-2.0%	3%	-3%
CC(=O)c1c(C)[nH]c(C(=O)CSc2nnc(CN3CCCCCC3=O)n2-c2ccccn2)c1C	-1%	0.1%	0%	-6%
Cc1cc(C)nc(SCC(=O)c2cc3ccccc3oc2=O)n1	4%	5.9%	11%	-2%
COc1ccc(OC)c(S(=O)(=O)NCC(c2cccs2)S(=O)(=O)c2ccc(F)cc2)c1 (stereo not drawn)	16%	?	12%	2%[10.9 µM]
O=C(O)C1CC=C(Cl)CC1C(=O)NCC1OCCc2ccccc21 (stereo not drawn)	-9%	2.3%	-23%	-5%
CN1C(=O)CC(=O)N(C)c2cc(S(=O)(=O)N(C)Cc3ccccc3)ccc21	-7%	0.7%	4%	-12%[10.9 µM]
Cc1cc(S(=O)(=O)N2CCOCC2)ccc1F	3%	-0.2%	-3%	-5%
CC(C)COC(=O)N1CCCC1C(=O)O (stereo not drawn)	-3%	.	-24%	.
COC(=O)c1cc2oc3ccccc3c2n1Cc1nc(-c2cccc(C)c2)oc1C	10%	-2.2%	6%	-7%[10.9 µM]
COCCSc1nc2sc3c(c2c(=O)n1-c1ccccc1)CCN(C)C3	-7%	?	5%	-17%
CN(C)C(=O)c1ccc(-c2nc(NCc3cccs3)c3ccccc3n2)cc1	?	-3.3%[11.4 µM]	-15%	-40%[inhibitor]
C=C(C)Cn1c(-c2ccccc2)nc2ccccc21	-6%	0.8%	2%	-13%
CCn1nc(C)c(/C=C2\CCCC3=C2OC(N)=C(C#N)C3c2c(C)nn(CC)c2C)c1C (stereo not drawn)	-18%	15%	1%	-20%
CCN1C(=O)C(Cc2nc3ccccc3c(=O)n2C)c2cc(C)ccc21 (stereo not drawn)	28%	-1.1%	1%	-14%[10.9 µM]
Cc1cccc(-[n+]2c(C)cc(C)c3c(=O)[nH]c(=O)[nH]c32)c1	2%	.	24%	.
Nc1ccccc1C(=O)CC(N)C(=O)O (stereo not drawn)	7%&-18%	.	2%&-5%	?
CCc1ccccc1NS(=O)(=O)c1ccc(NC(=O)N2CCCC2)cc1	-19%	3.3%	-5%	-10%[10.9 µM]
C/C(=N\NC(=O)CSCc1ccccc1Cl)c1cccc(NC(=O)c2ccccc2)c1	5%	.	-5%	.
CCc1nnc2c(NCc3ccc(F)cc3)nc3ccccc3n12	-5%	0.0%	2%	-3%[10.9 µM]
COc1ccc(C2CC(=O)c3c(C)nc(N4CCN(Cc5ccccc5)CC4)nc3C2)cc1OC (stereo not drawn)	25%	?	7%	-18%
CCOc1ccc(Sc2cc(C(=O)NCCCOC)c3ccccc3n2)cc1	?	?	-12%	-16%[10.9 µM]
CCC(C)C(NC(=O)c1ccccc1NC(=O)c1ccc(OC)cc1)C(=O)NCc1ccco1 (stereo not drawn)	3%	?	5%	-15%
Cc1cccc(OC(=O)c2cc(-c3ccc(C)c(C)c3)on2)c1	-20%	0.1%	-25%	-13%[10.9 µM]
COc1ccc(-n2nc3c(N4CCCC(C(=O)NCCc5ccc(C)cc5)C4)nnc(C)c3c2C)cc1 (stereo not drawn)	?	?	-2%	-11%[10.9 µM]
COc1ccc(S(=O)(=O)NCCSc2ccc(C)cc2)cc1OC	3%	?	-2%	-16%
Cc1c(C(=O)N2CCC(c3nc4ccccc4s3)CC2)oc2ccc(Cl)cc12	6%	?	-4%	8%[10.9 µM]
CCN(c1ccccc1)S(=O)(=O)c1ccc(F)c(C(=O)O)c1	6%	1.6%	-12%	1%
O=C(COC(=O)C1CCC1)Nc1ccc(OC(F)F)cc1	-2%	-2.2%	-7%	21%
COc1ccc(CCNC(=O)c2ccc(Cn3c(=O)c4ccccc4n(Cc4cc(C)ccc4C)c3=O)cc2)cc1OC	0%	1.6%	2%	6%[10.9 µM]
CCc1ccc(-n2c(=O)c3c(C)c(C(=O)N(C)C)sc3n(Cc3ccccc3F)c2=O)cc1	-4%	-1.0%	0%	10%[10.9 µM]
N#Cc1c(Nc2ccccc2)c(C=NCCN2CCOCC2)c[nH]c1=O	2%	0.5%	6%	-14%
CC(C)COc1ccc(C(=O)NCC2(N3CCN(C)CC3)CCCCC2)cc1	-16%	?	-6%	-13%[10.9 µM]
O=C(Nc1cc(Cl)cc(Cl)c1)c1ccc(F)c(S(=O)(=O)N2CCCC2)c1	-23%	?	24%	-14%[10.9 µM]
CCCCCSc1nc2c(c(=O)[nH]c(=O)n2C)n1CC	0%	-0.2%	4%	14%
COc1cc(CN(C(=O)c2ccc(C)cc2)c2ccccn2)cc(OC)c1OC	19%	?	1%	-12%[10.9 µM]
O=C(NCc1ccc2c(c1)OCO2)C1CCN(c2ncccn2)CC1	7%	1.1%	14%	10%
CN1CCN(CP(=O)(N2CCOCC2)N2CCOCC2)CC1	-6%	-0.7%	1%	4%
O=C(NCC(=O)N(CC1CCCO1)C(C(=O)NC1CCCC1)c1ccc(F)cc1)c1ccco1 (stereo not drawn)	-2%	-0.4%	36%[activator]	-6%
CC(=O)N1CCc2cc(Br)cc(S(=O)(=O)NCCc3ccc(Cl)cc3)c21	?	?	2%	-10%[10.9 µM]
CNC[C@H](O)c1ccc(O)c(O)c1	-11%&-4%&-7%	3.9%&0.7%	-17%&3%&-14%	-11%&-2%&-3%
COC(=O)C1=C(C)NC(C)=C(C(=O)OC)C1c1cn(-c2ccccc2)nc1-c1ccco1	22%	19%	30%	-18%
CN(C)C(=O)c1ccc(-c2nc(N(C)Cc3ccco3)c3ccccc3n2)cc1	-26%	0.3%[11.4 µM]	-27%	-25%
COc1ccc(CCNC(=O)c2cc3c(-c4ccc(OC)c(OC)c4)nn(C)c3s2)cc1OC	-4%	?	-3%	-8%[10.9 µM]
CCOc1ccccc1C(=O)NCc1ccc2c(c1)CCN2C(=O)c1ccccc1	-8%	?	20%	-12%[10.9 µM]

Molecules above with two or more sulfur atoms, in the order listed:
SMILES	p53ts 39C tox	IkB sig inh	p53ts 32C tox	Peg3 imprint
CC1CCc2c(sc3c2C2=NS(=O)(=O)CCN2C=N3)C1 (stereo not drawn)	-6%	-2.9%	-5%	-1%
COc1ccc(OC)c(S(=O)(=O)NCC(c2cccs2)S(=O)(=O)c2ccc(F)cc2)c1 (stereo not drawn)	16%	?	12%	2%[10.9 µM]
COCCSc1nc2sc3c(c2c(=O)n1-c1ccccc1)CCN(C)C3	-7%	?	5%	-17%
COc1ccc(S(=O)(=O)NCCSc2ccc(C)cc2)cc1OC	3%	?	-2%	-16%

The list goes on.
SMILES	p53ts 39C tox	IkB sig inh	p53ts 32C tox	Peg3 imprint
CCOCCCNC(=O)Nc1cc(C(=O)NCc2ccc(C(C)C)cc2)ccc1N1CCCC1	-20%	?	-8%	-13%[10.9 µM]
CCN1c2ccccc2-c2nc(SCC(=O)NCc3ccc(C)cc3)ncc2S1(=O)=O	8%	-0.9%	-11%	-5%[10.9 µM]
COc1cc(-c2ccno2)ccc1S(=O)(=O)N1CCN(c2cccc(Cl)c2)CC1	1%	0.3%	-3%	-12%[10.9 µM]
N=c1nc(N)nc2n1NC(c1ccc(F)cc1)=CS2	-8%	-5.0%	-4%	.
CC1(C)C(=O)C2(C(=O)NCc3ccccc3)CCC1C2 (stereo not drawn)	12%	1.0%	-2%	-8%
CCOC(=O)c1ccc(NC(=O)CCS(=O)(=O)c2ccc(C)cc2)cc1	-6%	-2.0%	-3%	11%[10.9 µM]
CCCN(CCC)C(=O)Cn1c(=O)n(-c2ccc(OC)cc2OC)c(=O)c2c3c(sc21)CCC3	10%	?	8%	20%[10.9 µM]
CCOC(=O)c1cc2n(n1)C(C(F)(F)C(F)(F)F)CC(C)N2 (stereo not drawn)	1%	0.8%	-2%	0%
COC(=O)c1ccc2c(c1)N(Cc1cc(C)ccc1C)C(=O)c1ccccc1S2	-3%	2.2%	19%	-4%[10.9 µM]
COC(=O)c1ccccc1NC(=O)CCCN1C(=O)C(c2ccccc2)Oc2cccnc21 (stereo not drawn)	-29%	?	5%	-12%[10.9 µM]
COc1ccccc1N1CCN(C(=O)CSc2nc(C)c(Cc3ccccc3)c(=O)[nH]2)CC1	10%	?	3%	-25%
Cc1nc2ccccn2c1-c1nnco1	2%	-0.2%	5%	-5%

Some of these compounds in order of heavy-atom count, descending:
SMILES	p53ts 39C tox	IkB sig inh	p53ts 32C tox	Peg3 imprint
O=C(NCC(=O)N(CC1CCCO1)C(C(=O)NC1CCCC1)c1ccc(F)cc1)c1ccco1 (stereo not drawn)	-2%	-0.4%	36%[activator]	-6%
CC(=O)N1CCc2cc(Br)cc(S(=O)(=O)NCCc3ccc(Cl)cc3)c21	?	?	2%	-10%[10.9 µM]
Cc1cccc(OC(=O)c2cc(-c3ccc(C)c(C)c3)on2)c1	-20%	0.1%	-25%	-13%[10.9 µM]
CCN(c1ccccc1)S(=O)(=O)c1ccc(F)c(C(=O)O)c1	6%	1.6%	-12%	1%

More compounds
SMILES	p53ts 39C tox	IkB sig inh	p53ts 32C tox	Peg3 imprint
O=C(NCc1ccccc1)c1cc(-c2cccs2)on1	-9%	-0.5%	6%	-15%
CON(C)c1nc(OCCNC(=O)OCc2ccc(Cl)cc2C)nc(N(C)C)n1	9%	.	7%	.
c1ccc(-c2cc(-c3nnc4sc(-c5ccccn5)nn34)[nH]n2)cc1	-12%	?	-10%	-2%
COc1ccccc1NC(=O)CSc1oc(-c2cccs2)nc1S(=O)(=O)c1ccc(Br)cc1	16%	?	-3%	-9%[10.9 µM]
CCCc1[nH]nc2c1C1(CCN(C(=O)OCc3ccccc3)CC1)C(C#N)=C(N)O2	-14%	-0.2%	3%	-8%
CCc1ccccc1NS(=O)(=O)c1ccc2[nH]cc(C(=O)NC3CCCC3)c(=O)c2c1	?	7.0%	8%	-6%[10.9 µM]
CCOc1ccccc1N1CCN(C(=O)c2cc3c(s2)CCC3)CC1	-2%	?	1%	-18%
O=C(OCCN1C(=O)c2ccccc2C1=O)c1cc(=O)[nH]c2ccccc12	-1%	0.5%	5%	-8%
COc1cc(NS(=O)(=O)c2ccc(Br)s2)cc(OC)c1	-9%	1.2%	2%	13%
CCn1nc(NC(=O)c2ccccn2)c2cc3cc(C)ccc3nc21	-13%	14%	-12%	-17%
CCn1c(CNc2ccc(C)cc2C)nnc1SCC(=O)N1CCCc2ccccc21	-13%	0.8%	-1%	-17%
CC(Sc1nc2ccccc2c(=O)n1Cc1ccco1)C(=O)c1ccccc1 (stereo not drawn)	1%	0.0%	7%	2%
CC(=O)N(O)CCCCCNC(=O)CCC(=O)N(O)CCCCCNC(=O)CCC(=O)N(O)CCCCCN	-19%	-1.5%[25.6 µM]	-3%	-21%
Cc1cccc(CNc2ncnc3ccc(-c4ccccc4C#N)cc23)c1	-8%	-0.5%[11.4 µM]	?	-7%
CCCCCc1c(C)nc(N2CCOCC2)[nH]c1=O	6%	0.0%	5%	4%
Cc1cccc2cc(COC(=O)c3ccccc3)c(=O)[nH]c12	9%	-1.0%	7%	7%
O=C(CCCSc1nc2ccccc2[nH]1)NC1=NCCS1	-8%	1.1%	5%	-30%
CCc1ccc(NC(=O)c2ccc3c(O)c(S(=O)(=O)c4ccccc4)c(=O)[nH]c3c2)cc1	?	-0.3%	?	-15%[10.9 µM]
N[C@@](CCc1ccccc1)(C(=O)O)c1ccccc1	-4%[9.22 µM]	-1.1%[11.4 µM]	2%[9.22 µM]	2%[10.9 µM]
COc1ccc(C(C)=O)cc1CSc1nnc(Nc2ccc(C)cc2C)s1	-6%	.	-4%	.
Cn1c(=O)n(-c2ccc(F)c(Cl)c2)c(=O)c2sc3ccccc3c21	5%	-1.3%	-1%	-12%[10.9 µM]
Cc1ccc(NC(=O)c2sc3nc4n(c(=O)c3c2C)CCCCC4)c(Br)c1	?	-0.4%	7%	8%[10.9 µM]
